# Lipid droplet: modulators of hepatic lipid droplet formation; AID 1656; inhibition, % at 6.5 µM; 240,000 tested, 0.4% active; AML12 mouse hepatocytes, oleate lipid droplets, BODIPY imaging;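 active = lipid droplet intensity inhibited by at least 50%, with more than 500 cells counted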
#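 Assay system: AML12 mouse liver cells | Compound dosing: One dose, 6.5 µM compound | Read-out basis: Droplet intensity reduction, % inhibition | Measured by: Fluorescence imaging, 20x objective, two fields per well | Schedule: Overnight treatment with compound plus oleate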
# b-catenin transl: beta-catenin nuclear translocation modulation. 190,000 tested, 0.3% active. HeLa beta-catenin nuclear translocation, immunofluorescence imaging. nuclear translocation activity, % at 5 µM;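 active = nuclear translocation activity above 50% at 5 µM, with a well cell count of 50 or more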;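 also: per-cell ratio of nuclear to cytoplasmic median beta-catenin stain intensity; plate controls were DMSO negative control for no effect and GSK-3 inhibitor IX positive control for full effect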
#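 Assay system: human HeLa cells, native beta-catenin; doses: 5 µM primary, 0.02–20 µM confirmation; incubation: compound treatment 24 h, 37°C, 5% CO2; technique: fluorescence imaging of beta-catenin antibody stain plus DAPI; measure: % activation, nuclear-to-cytoplasmic median beta-catenin signal ratio per cell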
# human PMI inhibition: inhibitors of human PMI, primary screen, biochemical, fluorescence intensity, coupled assay (AID 1209) | purified PMI enzyme, coupled fluorescence intensity; higher % means a stronger effect | inhibition, % at 20 µM, or IC50 in µM where a hit was titrated | 190,000 tested, 0.42% active;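 also: plate controls were DMSO vehicle for no effect and wells lacking substrate for full effect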
# PMI inhibition: MPI inhibition at elevated mannose 6-phosphate – biochemical, fluorescence intensity, high mannose 6-phosphate, primary screen (AID 1220); recombinant PMI enzyme, coupled fluorescence intensity; higher % means a stronger effect; one-dose inhibition, % at 20 µM; IC50 in µM for titrated hits; 190,000 tested, 0.66% active
# Insulin prom up: MIN6 insulin promoter up-regulation | z-score at 5 µM | AID 1625 | 190,000 tested, 0.3% active | MIN6 insulin promoter-GFP reporter, high-content imaging; hits give high values;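 active = z-score above 3 at 5 µM with at least 500 cells counted in the well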
# TNAP activators: human TNAP enzyme activators, primary screen, biochemical, luminescent, no phosphate acceptor, uHTS (AID 1001). purified TNAP, luminescent activation assay, no phosphate acceptor; higher activation fold means a stronger effect. one-dose activation fold at 20 µM; EC50 in µM for titrated hits. 200,000 tested, 0.03% active; in the data active = activation fold from about 3, or a potency from the dose series; inactive = the rest, 99 in 100 with activation fold below about 1.6; also: many of its hits are not listed in these tables
# Autophagy HCS: alters autophagy in cells; MEF GFP-LC3 puncta imaging; test concentration mostly 10 µM; calls only at 10 µM (by protocol); 190,000 tested, 0.98% active;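 active = percentage of spot-positive cells more than 3 SD above its plate mean, without a fluorescence outlier flag or 80% toxicity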;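 also: spot-positive cell cutoff set from DMSO-treated cells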
# T cell HTS: T cell immune modulators affecting CD8 T cell-vesicle binding. 2C CD8+ T cell-vesicle binding, flow cytometry; hits give low values. calls only at 7 µM. 330,000 tested, 0.068% active. AID 2052;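 active = response, share of CD8 T cells binding vesicles, and their 90th percentile fluorescence all below set limits, cut at about 80% in these data, passing the limit was not always enough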
#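 material = purified 2C TCR transgenic mouse naive CD8+ T cells | controls = Unloaded micro-vesicles (low), QL9 vesicles with 0.7% DMSO (high) | detection = cytometric PE anti-B7-1 and Alexa647 anti-CD8 signals after 1% paraformaldehyde fixation | incubation = binding step 1.5 h, 37 °C, antibody labelling 20 min, ice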
# MT stabilizer: stabilizes microtubules in HeLa cells; 200,000 tested, 0.83% active; % tubulin-high responders, % at 10 µM; HeLa tubulin immunostaining HCS, 24 h; share of cells brighter than vehicle mean+2SD;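 active = plate Z-score above 3 for both tubulin-high and condensed-nucleus cell shares, with cell loss under 80%, at 10 µM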;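 also: anti alpha tubulin signal scored within the nucleus-defined area of each cell; some results filed as inactive read as strong as hits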
# Insulin prom up cell count: also measured in Insulin prom up; calls as there; cell count; measured here: cytotoxicity, nuclei count;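 total cells summed across four imaged fields per well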
# Lipid droplet cells 6.5 µM: second read-out of Lipid droplet, no call of its own (marks repeat the call); cell count; measured here: cell count, cytotoxicity flag;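 cells counted across two imaged fields per well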
# b-catenin transl cell count 5 µM: recorded beside b-catenin transl, whose call it bears; cell count; measured here: cell count, cytotoxicity flag
# T cell HTS vesicle-bound %: second read-out of T cell HTS, no call of its own (marks repeat the call); double positive events, %; measured here: CD8+ vesicle-bound cell fraction;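 binding gate set so that unloaded-vesicle control wells show 10% double positive cells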
# MT stabilizer Hoechst-high %: second read-out of MT stabilizer, no call of its own (marks repeat the call); % Hoechst-high responders; measured here: nuclear condensation Hoechst responders;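 share of cells brighter than vehicle mean plus two SD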
# MT stabilizer cytotoxicity %: also measured in MT stabilizer; calls as there; toxicity, %; measured here: cytotoxicity by cell density;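 0% = mean cell density of plate MIN control wells and 100% = no cells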
# Autophagy HCS cell loss 18 h: further read-out of Autophagy HCS, marked with its call; toxicity, %; measured here: cell loss, nuclei count;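 cell loss after 18 h compound exposure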
# * marks the source's active call; other numbers are inactive results; i = inactive; . = no result given. Rule as the data show it, unless noted: active = inhibition above about 50%; inactive = the rest. Compounds as they come (roughly 2.9% active in at least one column).
SMILES	Lipid droplet	Lipid droplet cells 6.5 µM	b-catenin transl	b-catenin transl cell count 5 µM	human PMI inhibition	PMI inhibition	Insulin prom up	Insulin prom up cell count	TNAP activators	Autophagy HCS	Autophagy HCS cell loss 18 h	T cell HTS	T cell HTS vesicle-bound %	MT stabilizer	MT stabilizer Hoechst-high %	MT stabilizer cytotoxicity %
Fc1ccc(-c2cnn3c(-c4ccncc4)ccnc23)cc1	-10.3	701	-1.2	1056	-3.2%	-6.9%	-0.81	1346	1	i	2.7	i	34.0	2.3	3.5	1.8
COc1ccc(-c2ncc3ccccn23)cc1OC	.	.	6.2	1300	-2.0%	7.9%	-0.52	1311	0.9	i	-25.2	i	16.1	1.9	2.9	4.8
O=S(=O)(c1cccs1)N1CCC(CO)(Cc2cccc(F)c2)CC1	0.2	736	-1.2	1006	3.2%	0.4%	-0.08	1441	1.1	i	-7.8	i	24.1	4.3	2.5	7.6
O=C(Nc1nc(-c2cccc([N+](=O)[O-])c2)cs1)c1cccc([N+](=O)[O-])c1C(=O)O	2.2	664	0.9	1536	-24.9%	-9.5%	0.72	1313	1.1	i	4.5	i	49.4	2.9	2.7	6.3
CCN1CCCc2cc(CN(CCN3CCOCC3)C(=S)Nc3cccc(Cl)c3)ccc21	24.4	739	-2.6	1063	2.8%	11.6%	-0.6	1139	1	i	12.3	i	34.6	3.5	1.5	0.4
COCCCNCC(=O)Nc1ccc(OC(F)(F)F)cc1	-2.7	699	-0.9	535	1.5%	4.2%	.	.	1.1	i	-2.0	i	26.8	4.8	2.2	5.9
CN(C)CCCOC(=O)COc1ccc(Br)cc1	-12.4	662	0.0	1106	.	.	0.13	1402	.	.	.	i	30.8	.	.	.
O=C1CC(C(=O)O)S/C(=N\NC(=O)c2ccccc2)N1 (stereo not given)	-0.5	650	-3.0	1020	31.4%	26.7%	0.89	1851	1.1	i	-30.3	i	47.2	4.2	1.8	6.1
FC(F)(F)c1cc(-c2ccccc2)nc2nc(N3CCOCC3)sc12	28.1	750	2.3	510	-9.0%	-4.7%	.	.	1.1	i	15.9	i	16.4	3.2	1.1	5.4
COc1ccc(/C=N/NC(=O)Cn2cnc3ccccc3c2=O)cc1OC	1.9	696	0.1	540	-0.7%	11.8%	-0.2	1320	1	i	-5.9	i	55.2	2.5	3.5	10.8
NNC(=O)c1nc[nH]c1C(=O)Nc1ccccn1	2.9	665	-0.3	1058	-22.4%	-6.5%	0.71	980	2.5	i	-9.4	i	15.8	3.4	3.0	5.5
S=c1[nH]nc(-c2cc(-c3ccccc3)n[nH]2)n1/N=C/c1c2ccccc2cc2ccccc12	4.2	696	-0.8	1228	.	.	-1.54	889	.	.	.	i	22.6	.	.	.
Cn1c(=O)c(-c2cc(=O)[nH][nH]2)c(O)c2ccccc21	-1.1	681	-3.6	982	9.1%	-6.5%	-0.15	1587	0.9	i	-40.2	i	43.9	1.3	1.1	4.3
O=C(CN1C(=O)COc2ccccc21)N(Cc1ccc2c(c1)OCO2)CC1CCCO1 (stereo not given)	.	.	2.2	1175	-8.7%	-3.7%	-0.81	1246	1.1	i	3.7	i	42.3	4.3	2.9	7.5
CC1CCCCC12NC(=O)N(CC(=O)NC(=O)NCc1ccco1)C2=O (stereo not given)	5.0	778	-1.4	1134	-2.8%	-5.5%	0.31	961	1.1	i	-1.9	i	45.2	2.3	1.1	6.9
O=C(CC1C(=O)NCCN1C(=O)Nc1ccc(F)cc1)Nc1ccc(F)cc1 (stereo not given)	5.4	719	0.9	1357	.	.	-0.04	1127	.	.	.	i	42.9	.	.	.
NC(=O)Nc1ccccc1C(=O)N1CCC(O)(c2ccc(Cl)cc2)CC1	8.4	776	-1.6	598	-2.5%	0.6%	-0.28	1308	1.1	i	6.7	i	47.8	3.1	3.9	11.3
O=S(=O)(NCCNc1ncc(C(F)(F)F)cc1Cl)C(F)(F)F	-5.5	679	0.3	1524	8.0%	6.3%	-0.22	1305	1.1	i	-28.0	i	45.6	2.2	1.5	3.3
Cc1[nH]c2ccccc2c1C(=O)COc1ccccc1	-21.2	689	1.4	919	3.4%	11.4%	.	.	1.1	i	-1.8	i	63.2	1.5	1.7	4.2
COc1ccc(C2CC(c3cccs3)n3nc(N)nc3N2)cc1 (stereo not given)	-14.3	759	-2.2	1093	5.9%	16.0%	0.71	1190	1.1	.	.	i	36.9	6.3	2.0	7.9
CC(C)c1nnc(NC(=O)CCC(=O)N2CCN(c3ccccn3)CC2)s1	.	.	-1.0	1294	11.3%	10.2%	0.55	1652	1	i	1.2	i	18.5	3.5	2.2	4.6
CCc1ccc(C(=O)Nc2cccnc2Oc2ccc(Cl)cc2)cc1	-23.1	724	-0.5	1351	.	.	0.21	1351	.	.	.	i	39.8	.	.	.
CC(=O)Nc1ccc(-c2nnc(SCC(=O)n3c4c(c5ccccc53)CCCC4)n2C)cc1	-4.5	696	.	.	9.7%	10.4%	0.07	1307	1	i	-0.1	.	.	4.6	1.6	4.0
CN(C)CCCNC(=O)c1ccc(-c2ccccc2)cc1	.	.	-4.2	978	1.7%	8.3%	0.39	1147	1.1	i	12.0	i	43.2	5.3	2.1	6.6
O=C(COc1ccc(Cl)cc1)OCc1csc(Nc2ccccc2)n1	-1.9	703	-0.2	894	14.1%	3.2%	-0.56	1136	1	i	-0.6	i	46.1	2.2	3.1	10.0
COc1ccc(/C=C/C(=O)N(C)Cc2cccs2)cc1S(=O)(=O)N1CCOCC1	-14.7	657	2.2	894	-1.7%	2.5%	-0.3	1529	1.1	i	-5.9	i	43.2	2.7	1.6	6.4
CC(=O)c1c(C)nn(CCC(=O)O)c1C	.	.	-1.7	1000	-4.6%	-5.2%	-0.77	1492	1.1	i	-10.8	i	43.0	2.1	1.5	9.0
O=S(=O)(NCc1ccc(Cl)cc1)NCc1ccccc1F	-4.2	697	4.4	1109	-3.5%	2.9%	-0.12	1342	1.1	i	1.8	i	49.8	1.6	1.5	4.5
Cc1cc(-c2nnc(CCC(=O)NC(Cc3ccccc3)c3ccccc3)o2)no1 (stereo not given)	2.2	732	-1.0	962	4.2%	0.2%	0.14	1425	1.1	i	-38.5	i	53.5	2.5	2.1	4.9
CCc1ccccc1-n1c(SCC(=O)NC)nnc1-c1cccnc1	.	.	-0.3	1183	-0.6%	-6.0%	.	.	1.1	i	1.2	i	17.4	1.4	1.2	2.3
Cn1c(=O)c2c(nc(SCC(=O)OCc3ccccc3)n2C)n(C)c1=O	.	.	.	.	-7.8%	-4.4%	.	.	1.1	i	-3.2	.	.	1.2	1.3	5.7
O=S(Cc1ccccc1)CC(O)(c1ccc(Cl)cc1)c1ccc(Cl)cc1 (stereo not given)	.	.	0.9	1407	8.9%	0.2%	-0.4	1532	1	i	19.5	i	32.4	3.0	1.1	7.6
CC(=O)c1sc(NC(=O)CCCOc2ccccc2C)nc1C	0.4	692	1.1	1045	0.6%	-0.3%	-0.18	1534	1.1	i	7.9	i	20.0	2.7	1.4	3.4
COc1cc2c(cc1NC(=O)CN1CCN(S(=O)(=O)c3ccc(F)cc3)CC1)oc1ccccc12	1.8	691	.	.	-20.2%	-51.1%	-0.22	1093	1.4	i	9.2	i	27.3	3.1	2.8	8.6
COc1ccc(/C=N/NC(=O)CCCOc2ccc(Cl)cc2Cl)cc1[N+](=O)[O-]	.	.	.	.	6.2%	2.5%	.	.	1	i	25.0	i	57.5	3.5	1.9	5.2
CCOCCCNC(=O)CN1C(=O)CSc2cc(S(=O)(=O)N3CCCCCC3)ccc21	.	.	1.1	1402	-0.4%	2.2%	-0.03	1318	1.1	i	1.6	i	13.1	5.0	1.5	5.8
Cc1ccc(-c2nn(-c3ccccc3)cc2/C=N/NC(=O)c2ccncc2)o1	2.5	625	-2.7	1039	-10.2%	2.0%	0.72	1504	1.1	i	-5.8	i	46.1	2.8	1.6	3.2
C[C@@H]1C=C(C(=O)N2CCOCC2)O[C@H](OCc2ccc(CO)cc2)C1	8.9	644	0.4	1167	17.9%	1.7%	-0.34	1371	1.1	i	5.1	.	.	3.2	1.6	6.0
CCN1CCCC1CNC(=O)C1CCCN(S(=O)(=O)c2cccc3nsnc23)C1 (stereo not given)	.	.	-1.6	908	-10.8%	-3.6%	-0.8	1076	0.9	i	25.6	i	39.3	5.2	3.9	4.6
Cc1ccc(NC(=O)c2ccccc2)s1	-0.9	644	0.0	1060	-2.1%	-18.9%	-0.28	1228	1.1	i	-2.4	i	21.3	1.7	2.4	20.8
Cc1ccc(NC(=S)NCC2CCCO2)cc1C (stereo not given)	16.2	742	-1.2	1000	8.4%	3.5%	0.65	1062	1	i	1.3	i	32.4	5.0	2.0	5.3

# Profiles from above. Order of screens: Lipid droplet | Lipid droplet cells 6.5 µM | b-catenin transl | b-catenin transl cell count 5 µM | human PMI inhibition | PMI inhibition | Insulin prom up | Insulin prom up cell count | TNAP activators | Autophagy HCS | Autophagy HCS cell loss 18 h | T cell HTS | T cell HTS vesicle-bound % | MT stabilizer | MT stabilizer Hoechst-high % | MT stabilizer cytotoxicity %
# Cc1ccc(NC(=O)c2ccccc2)s1 in the list: -0.9 | 644 | 0.0 | 1060 | -2.1% | -18.9% | -0.28 | 1228 | 1.1 | i | -2.4 | i | 21.3 | 1.7 | 2.4 | 20.8
# Cc1ccc(NC(=S)NCC2CCCO2)cc1C (stereo not given) in the list: 16.2 | 742 | -1.2 | 1000 | 8.4% | 3.5% | 0.65 | 1062 | 1 | i | 1.3 | i | 32.4 | 5.0 | 2.0 | 5.3

# High-throughput results (PubChem)
